Screening data deposited in PubChem BioAssay by Sanford-Burnham Center for Chemical Genomics.
A3G deaminase: inhibitors of human APOBEC3G DNA deaminase. Q9HC16. recombinant A3G, ssDNA deamination FAM/TAMRA fluorescence. inhibition, % at 20 µM. 0.28% of 330,000 active. AID 493012;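 active means inhibition of at least 40% at 20 µM, with no more than 30% in the related APOBEC3A deaminase screen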;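 further: plate controls were DMSO wells with A3G for no effect and wells lacking A3G enzyme for full effect; some compounds called inactive have numbers as strong as hits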
SENP7 block: blocks the human protease SENP7 | Q9BQF6 | 1.5% of 330,000 active | inhibition, % at 5 µM | recombinant SENP7, Z-RLRGG-aminoluciferin luminescence, 40 min;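 active means inhibition above about 50% at the single test dose, limit read from the data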;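 further: plate controls were DMSO with enzyme for no effect and no enzyme buffer wells for full effect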
Target sequence (Q9BQF6 706-1050 limits assumed): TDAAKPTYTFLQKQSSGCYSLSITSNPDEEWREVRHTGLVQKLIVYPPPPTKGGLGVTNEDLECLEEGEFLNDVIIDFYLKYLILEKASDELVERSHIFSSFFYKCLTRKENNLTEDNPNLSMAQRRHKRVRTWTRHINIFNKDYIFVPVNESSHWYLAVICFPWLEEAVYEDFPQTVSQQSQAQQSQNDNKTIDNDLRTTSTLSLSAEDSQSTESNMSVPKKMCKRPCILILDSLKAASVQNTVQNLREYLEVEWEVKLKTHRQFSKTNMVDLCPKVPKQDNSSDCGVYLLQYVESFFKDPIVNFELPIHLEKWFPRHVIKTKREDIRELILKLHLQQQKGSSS
SENP1 FRET inh: blocks the human SENP1 SUMO protease catalytic domain; Q9P0U3; AID 624204; recombinant SENP1 catalytic domain, CyPet-SUMO1-YPet FRET cleavage; 0.21% of 360,000 active; inhibition, % at 10 µM;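 active means inhibition at least 30% at 10 µM, raw YFP signal under a set limit, fluorescence ratio 0.5 to 1.5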;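 further: 0% = enzyme with DMSO and 100% = no enzyme wells; some results filed as inactive read as strong as hits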
Target sequence (Q9P0U3 419-644 limits assumed): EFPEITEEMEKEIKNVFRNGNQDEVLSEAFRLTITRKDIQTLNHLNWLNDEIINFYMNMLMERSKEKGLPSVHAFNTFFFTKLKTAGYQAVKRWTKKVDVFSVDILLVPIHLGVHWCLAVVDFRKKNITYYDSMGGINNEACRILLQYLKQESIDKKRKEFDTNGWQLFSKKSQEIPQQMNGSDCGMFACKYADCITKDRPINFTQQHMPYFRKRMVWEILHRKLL
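Assay system – human recombinant His6-tagged SENP1 catalytic domain enzyme · Input – SENP1 enzyme, 20 pM final · Buffer or medium – Tris pH 8 buffer plus EDTA, NaCl, BME, BSA, NP40, catalase · Schedule – 50 min reaction at room temperature · Technique – FRET read of cyan and yellow fluorescence · Control set – no-enzyme wells low, DMSO-plus-enzyme wells high control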
SENP8 block-1: blocks the human protease SENP8 | purified SENP8, Z-RLRGG-aminoluciferin cleavage, luminescence | 1.2% of 330,000 active | AID 2540 | inhibition, % at 10 µM | Q96LD8; in the data active means inhibition above about 50%
Target sequence (Q96LD8 whole entry, looked up): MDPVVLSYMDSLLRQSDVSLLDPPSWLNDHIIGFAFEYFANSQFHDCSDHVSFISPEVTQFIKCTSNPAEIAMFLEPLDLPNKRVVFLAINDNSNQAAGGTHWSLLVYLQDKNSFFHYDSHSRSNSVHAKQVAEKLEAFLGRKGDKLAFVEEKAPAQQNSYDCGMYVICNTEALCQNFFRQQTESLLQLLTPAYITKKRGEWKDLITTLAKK
Apaf-1 inh: human Apaf-1 inhibition; reconstituted apoptosome caspase-3 activity, DEVD-Rh110 fluorescence; AID 489030; O14727; inhibition, % at 20 µM; 0.71% of 330,000 active; active means inhibition of at least 40% at 20 µM;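 further: plate controls were DMSO wells for no effect and DEVD-CHO caspase inhibitor wells for full effect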
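Assay system – apoptosome proteins · Medium – Hepes buffer, pH 7.5 · Also added – cytochrome c with DEVD-Rh110 · Timing – 30 min compound preincubation, 50 min activation, room temperature · Detection – Rh110 fluorescence, excitation 480 nm, emission 540 nm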
SENP8 block-2: inhibitors of human SENP8 protease; Q96LD8; recombinant SENP8, Nedd8 substrate fluorescence; inhibition, % at 20 µM; 0.64% of 360,000 active; AID 602440; in the data active means inhibition mostly above about 40%, no sharp cut-off; inactive means mostly below about 27%
UBC13 polyUb: human UBC13 polyubiquitination inhibition. 0.47% of 330,000 active. AID 485273. UBC13 polyubiquitin chain formation, TR-FRET. inhibition, % at 20 µM; in the data active means inhibition above about 45%, passing the limit was not always enough
Target sequence (P61088 whole entry, looked up): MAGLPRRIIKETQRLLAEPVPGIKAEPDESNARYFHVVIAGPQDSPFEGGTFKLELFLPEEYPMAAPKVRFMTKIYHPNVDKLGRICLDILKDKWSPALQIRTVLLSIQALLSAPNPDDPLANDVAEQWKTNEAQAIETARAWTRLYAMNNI
SENP6 block: blocks the human protease SENP6; Q9GZR1; Recombinant SENP6 catalytic domain, aminoluciferin luminescence; inhibition, % at 10 µM; 1.8% of 330,000 active;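 active means inhibition above about 50% at the single tested dose, limit read from the data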;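 further: plate controls were DMSO wells with enzyme for no effect and DMSO wells lacking enzyme for full effect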
Numbers without * were called inactive. These rows are one share of the data; the hit share may differ from the screen's.

`CC(=O)OC(C)(C)/C=C/C(=O)[C@](C)(O)C1[C@H](O)C[C@@]2(C)C3CC=C4C(C[C@H](O)C(=O)C4(C)C)[C@]3(C)C(=O)C[C@]12C` (some centres undefined) gave A3G deaminase -9.3, SENP7 block 7.1, SENP1 FRET inh 0.7, SENP8 block-1 1.7, Apaf-1 inh 1.8, SENP8 block-2 14.7, UBC13 polyUb 15.1 and SENP6 block 6.0.
Screening CC(C(=O)c1c[nH]c2ccccc12)N1CCOCC1 (centres undefined) returned A3G deaminase -7.1, SENP7 block -3.3, SENP1 FRET inh -2.5, SENP8 block-1 -5.2, Apaf-1 inh -19.0, SENP8 block-2 -6.3, UBC13 polyUb 4.4 and SENP6 block -4.3.
`Cc1ccc(CN2C(=O)NC(=O)C3(Cc4c(nc5ccccn5c4=O)N4CCCCCC43)C2=O)cc1` (centres undefined) gave A3G deaminase 1.3, SENP7 block -3.8, SENP1 FRET inh -0.2, SENP8 block-1 -6.6, Apaf-1 inh 33.9, SENP8 block-2 -208.7, UBC13 polyUb -11.1 and SENP6 block -0.9.
COc1cc(N2CCOCC2)ccc1/C=C1\C(=O)NC(=O)N(Cc2cccs2)C1=O was read as A3G deaminase -5.3, SENP7 block 7.7, SENP1 FRET inh -1.1, SENP8 block-1 1.4, Apaf-1 inh -13.6, SENP8 block-2 2.0, UBC13 polyUb -2.8 and SENP6 block 12.6.
CC1=C(C(=O)N2CCC3(CC2)OCCO3)C2(CCC(C)CC2)OC1=O (centres undefined) was read as A3G deaminase -9.7, SENP7 block -9.4, SENP1 FRET inh 2.5, SENP8 block-1 -13.4, Apaf-1 inh -5.7, SENP8 block-2 4.5, UBC13 polyUb -5.4 and SENP6 block 0.6.
COc1ccc(-n2c(/C=C/c3ccc(O)cc3)nc3ccccc3c2=O)cc1 was read as A3G deaminase -15.1, SENP7 block -16.0, SENP1 FRET inh -20.5, SENP8 block-1 -8.7, Apaf-1 inh 0.0, SENP8 block-2 -210.9, UBC13 polyUb -2.4 and SENP6 block -3.0.
For CC1=CC(=O)NP(=O)(Oc2ccc3ccccc3c2)N1 (centres undefined) the results were A3G deaminase 4.5, SENP7 block -0.2, SENP1 FRET inh -4.6, SENP8 block-1 4.1, Apaf-1 inh 0.6, SENP8 block-2 1.2, UBC13 polyUb 5.2 and SENP6 block 3.1.
`CC(C)CCNC(=O)c1c(N)n(Cc2ccc3c(c2)OCO3)c2nc3ccccc3nc12` gave A3G deaminase -4.6, SENP7 block 57.6*, SENP1 FRET inh -21.9, SENP8 block-1 81.8*, Apaf-1 inh 89.6*, SENP8 block-2 -256.8, UBC13 polyUb 0.3 and SENP6 block 72.0*.
Screening N#CCCn1cc(C(=O)Nc2ccc(F)cc2)c(-c2ccccc2)n1 returned A3G deaminase -7.4, SENP7 block -4.9, SENP1 FRET inh -2.4, SENP8 block-1 -5.4, Apaf-1 inh -13.5, SENP8 block-2 2.0, UBC13 polyUb 1.8 and SENP6 block -17.6.
Screening CN(C)P(=O)(CCl)Nc1ccccc1 (centres undefined) returned A3G deaminase -3.9, SENP7 block 4.8, SENP1 FRET inh 3.2, SENP8 block-1 -0.4, Apaf-1 inh -8.6, SENP8 block-2 8.0, UBC13 polyUb -9.1 and SENP6 block -6.6.
CC(=Nc1ccc2c(c1)CCC2)c1c(O)n(C)c(=O)n(C)c1=O was read as A3G deaminase -3.0, SENP7 block 3.9, SENP1 FRET inh -3.1, SENP8 block-1 -0.1, Apaf-1 inh 2.5, SENP8 block-2 10.6, UBC13 polyUb 3.9 and SENP6 block -0.7.
`Cc1nn(C)c(C)c1P(=S)(c1c(C)nn(C)c1C)N(C)C` gave A3G deaminase -4.0, SENP7 block 4.8, SENP1 FRET inh 2.0, SENP8 block-1 5.5, Apaf-1 inh -18.2, SENP8 block-2 10.6, UBC13 polyUb 3.7 and SENP6 block 4.8.
For C=CCn1c(O)c(C(C)=Nc2ccc(C(=O)O)cc2)c(=O)[nH]c1=O the results were A3G deaminase -5.4, SENP7 block 2.1, SENP1 FRET inh -6.0, SENP8 block-1 -8.5, Apaf-1 inh -77.3, SENP8 block-2 6.2, UBC13 polyUb -19.4 and SENP6 block -19.8.
`CC(CCc1ccccc1)NCCC#N` (centres undefined) gave A3G deaminase -4.9, SENP7 block -0.7, SENP1 FRET inh 1.5, SENP8 block-1 2.7, Apaf-1 inh -6.7, SENP8 block-2 11.5, UBC13 polyUb 5.7 and SENP6 block -17.0.
For O=[N+]([O-])c1cc(F)c(N2CCCC2)cc1N1CCNCC1 the results were A3G deaminase -3.7, SENP7 block 0.6, SENP8 block-1 -0.9, Apaf-1 inh -8.6, UBC13 polyUb -98.6 and SENP6 block 5.0.
For Cn1cc(C(=O)N2CCC3(CC2)OCCO3)c2c3ccccc3n(C)c2c1=O the results were A3G deaminase -6.1, SENP7 block -4.9, SENP1 FRET inh -5.8, SENP8 block-1 0.9, Apaf-1 inh -17.9, SENP8 block-2 -306.8, UBC13 polyUb 3.4 and SENP6 block -4.9.
For CCn1c(P(C)(=O)O)nc2cc(NC(=O)c3ccccc3F)ccc21 the results were A3G deaminase -3.4, SENP7 block 0.6, SENP1 FRET inh 2.0, SENP8 block-1 -8.2, Apaf-1 inh 3.3, SENP8 block-2 17.8, UBC13 polyUb -12.6 and SENP6 block -5.2.
CCn1c(C)c(C(=O)NCCc2ccccc2)c2cc(OC)ccc21 was read as A3G deaminase -3.6, SENP7 block 7.1, SENP1 FRET inh -0.1, SENP8 block-1 7.6, Apaf-1 inh 8.8, SENP8 block-2 -2.8, UBC13 polyUb 4.1 and SENP6 block 3.4.
For N#Cc1ccc(NC(=O)CN2CCN(C(=O)c3cccs3)CC2)cc1Cl the results were A3G deaminase -0.2, SENP7 block 3.1, SENP1 FRET inh -1.4, SENP8 block-1 -0.9, Apaf-1 inh 8.8, SENP8 block-2 -1.2, UBC13 polyUb 3.6 and SENP6 block -10.8.
For CCOC(=O)C1=C(N)OC2=C(C(=O)CC(C)(C)C2)C12C(=O)Nc1ccccc12 (centres undefined) the results were A3G deaminase -4.2, SENP7 block 6.5, SENP1 FRET inh 0.2, SENP8 block-1 15.0, Apaf-1 inh -10.3, SENP8 block-2 13.4, UBC13 polyUb 3.6 and SENP6 block 16.5.
`COC(=O)c1ccc(C(C(=O)NC2CCCCC2)N(CCN2CCOCC2)C(=O)Cc2cccs2)cc1` (centres undefined) gave A3G deaminase -5.6, SENP7 block -7.4, SENP1 FRET inh 24.2, SENP8 block-1 -4.1, Apaf-1 inh -10.0, SENP8 block-2 20.9, UBC13 polyUb -10.7 and SENP6 block -2.1.
`Cc1ccc2c(c1)[C@@H]1CN(C)CC[C@@H]1N2C(=O)Nc1cccc(C(F)(F)F)c1` gave A3G deaminase 0.9, SENP7 block -6.2, SENP1 FRET inh 0.7, SENP8 block-1 -0.9, Apaf-1 inh 11.4, SENP8 block-2 9.4, UBC13 polyUb 11.1 and SENP6 block -6.5.
For Cc1cc(/C=C2\C(=O)NC(=O)N(Cc3ccccc3Cl)C2=O)c(C)n1-c1ccc(C(=O)O)cc1 the results were A3G deaminase 14.7, SENP7 block -3.5, SENP1 FRET inh 44.7, SENP8 block-1 -3.9, Apaf-1 inh 8.1, SENP8 block-2 2.6, UBC13 polyUb -24.2 and SENP6 block -7.2.
Screening O=C(COc1ccc2ccccc2c1)N1CCN(C2CCN(Cc3ccccc3)CC2)CC1 returned A3G deaminase 1.8, SENP7 block 1.4, SENP1 FRET inh 2.0, SENP8 block-1 -3.7, Apaf-1 inh 12.9, SENP8 block-2 12.6, UBC13 polyUb 2.8 and SENP6 block 1.7.
`COc1ccccc1N1CCN(Cc2ccc3c(c2)OCO3)CC1` gave A3G deaminase -4.1, SENP7 block 8.3, SENP1 FRET inh 0.9, SENP8 block-1 -2.4, Apaf-1 inh -9.2, SENP8 block-2 9.5, UBC13 polyUb -1.9 and SENP6 block 5.0.
CCOC(=O)c1c(C)n(Cc2ccc(F)cc2)c2ccc(O)cc12 was read as A3G deaminase 0.4, SENP7 block 2.8, SENP1 FRET inh 1.3, SENP8 block-1 -8.1, Apaf-1 inh 5.1, SENP8 block-2 5.7, UBC13 polyUb 21.9 and SENP6 block -10.1.
`O=P1(Oc2ccccc2)C[C@@H](O)[C@@H](O)[C@H](COCc2ccccc2)O1` (some centres undefined) gave A3G deaminase -2.4, SENP7 block -0.5, SENP1 FRET inh 1.9, SENP8 block-1 -0.8, Apaf-1 inh 1.7, SENP8 block-2 25.4, UBC13 polyUb -0.6 and SENP6 block 2.2.
`COC(=O)C1=C(c2c(C)noc2C)C[C@@H]2CC[C@H]1N2C(=O)NC1Cc2ccccc2C1` gave A3G deaminase -8.2, SENP7 block -10.9, SENP1 FRET inh 1.6, SENP8 block-1 -5.9, Apaf-1 inh 3.6, SENP8 block-2 4.5, UBC13 polyUb -17.8 and SENP6 block -24.0.
Screening CN1C(=O)N(C)C(=O)C2(Cc3c(nc4ccccn4c3=O)N3CCc4ccccc4C32)C1=O (centres undefined) returned A3G deaminase -4.0, SENP7 block 2.2, SENP1 FRET inh -0.4, SENP8 block-1 -0.6, Apaf-1 inh 1.6, SENP8 block-2 -141.9, UBC13 polyUb 0.1 and SENP6 block 16.9.
Screening Cc1ccc(-c2nc3ccccc3c(=O)n2-c2cccnc2)cc1 returned A3G deaminase 1.6, SENP7 block 3.8, SENP1 FRET inh 3.8, SENP8 block-1 0.0, Apaf-1 inh 5.6, SENP8 block-2 18.9, UBC13 polyUb 4.0 and SENP6 block 10.1.

Looked up by structure from the list above (2):
`O=P1(Oc2ccccc2)C[C@@H](O)[C@@H](O)[C@H](COCc2ccccc2)O1` (some centres undefined) gave A3G deaminase -2.4, SENP7 block -0.5, SENP1 FRET inh 1.9, SENP8 block-1 -0.8, Apaf-1 inh 1.7, SENP8 block-2 25.4, UBC13 polyUb -0.6 and SENP6 block 2.2.
Screening O=C(COc1ccc2ccccc2c1)N1CCN(C2CCN(Cc3ccccc3)CC2)CC1 returned A3G deaminase 1.8, SENP7 block 1.4, SENP1 FRET inh 2.0, SENP8 block-1 -3.7, Apaf-1 inh 12.9, SENP8 block-2 12.6, UBC13 polyUb 2.8 and SENP6 block 1.7.

Next part
Screening O=[N+]([O-])c1cc(F)c(N2CCCC2)cc1Br returned A3G deaminase -4.6, SENP7 block 1.4, SENP1 FRET inh 0.5, SENP8 block-1 -2.1, Apaf-1 inh 12.9, SENP8 block-2 13.4, UBC13 polyUb -8.7 and SENP6 block -8.7.
Cc1c(N=Nc2c(O)[nH]c(=S)[nH]c2=O)c(=O)n(-c2ccccc2)n1C was read as A3G deaminase 0.6, SENP7 block 10.2, SENP1 FRET inh 2.5, SENP8 block-1 -4.8, Apaf-1 inh -1.5, SENP8 block-2 21.7, UBC13 polyUb -83.2 and SENP6 block 2.6.
Cc1cccc(-c2nc3ccc(C(=O)N4CCC5(CC4)OCCO5)cc3nc2-c2cccc(C)c2)c1 was read as A3G deaminase -6.7, SENP7 block -4.4, SENP1 FRET inh 1.6, SENP8 block-1 -4.0, Apaf-1 inh 32.6, SENP8 block-2 -393.5, UBC13 polyUb 24.6 and SENP6 block -11.1.
Screening O=S(=O)(NC1CCCCC1)OCC(Cl)(Cl)Cl returned A3G deaminase 7.2, SENP7 block -7.0, SENP1 FRET inh 0.7, SENP8 block-1 -1.9, Apaf-1 inh 7.7, SENP8 block-2 14.9, UBC13 polyUb -8.0 and SENP6 block 6.1.
Cc1nc2nc(C)c(CCC(=O)N3CCC4(CC3)OCCO4)c(C)n2n1 was read as A3G deaminase -3.9, SENP7 block -11.8, SENP1 FRET inh -1.1, SENP8 block-1 -7.3, Apaf-1 inh -3.6, SENP8 block-2 3.3, UBC13 polyUb -20.0 and SENP6 block 3.3.
Screening Cc1ccccc1NC1=NCCCS1 returned A3G deaminase -1.4, SENP7 block 0.1, SENP1 FRET inh 0.7, SENP8 block-1 -1.6, Apaf-1 inh 5.2, SENP8 block-2 31.3, UBC13 polyUb 1.2 and SENP6 block -24.9.
